IMPase Li cell: cell-permeable IMPase inhibitors with lithium potentiation. actives 0.35% (n = 210,000). CHO-M1 cells, IP1 TR-FRET (IP-One), carbachol + lithium. Potency, µM (highest dose often 59.4 µM), for inactives: at the top dose activity, negative = IMPase inhibition, actives largely listed as inhibitors. AID 1457;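 note: IP1 builds up when IMPase is blocked and the TR-FRET signal falls; potency is the fitted concentration of half-maximal effect; plate controls were basal vehicle for no effect and high inhibitor control for full effect; nearly all actives have a fitted effect of over 50% in size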
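Test compounds were applied to CHO-M1 cells previously cultured for 16–30 h at 2000 per well. A small lithium amount accompanied them; after 30 min at 37C, IP1 was quantified by TR-FRET.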
CBFb-RUNX1 inh: blocks binding between human CBF-beta and RUNX1 | AlphaScreen CBFb-His/RUNX1-biotin binding, biochemical | Potency, µM (series often up to 59.8 µM), for the others: at the highest dose activity, negative = inhibition, actives largely listed as inhibitors | 230,000 tested, under 10 active; note: % of control where 0% means no effect
Target sequence (Q01196 whole entry, looked up): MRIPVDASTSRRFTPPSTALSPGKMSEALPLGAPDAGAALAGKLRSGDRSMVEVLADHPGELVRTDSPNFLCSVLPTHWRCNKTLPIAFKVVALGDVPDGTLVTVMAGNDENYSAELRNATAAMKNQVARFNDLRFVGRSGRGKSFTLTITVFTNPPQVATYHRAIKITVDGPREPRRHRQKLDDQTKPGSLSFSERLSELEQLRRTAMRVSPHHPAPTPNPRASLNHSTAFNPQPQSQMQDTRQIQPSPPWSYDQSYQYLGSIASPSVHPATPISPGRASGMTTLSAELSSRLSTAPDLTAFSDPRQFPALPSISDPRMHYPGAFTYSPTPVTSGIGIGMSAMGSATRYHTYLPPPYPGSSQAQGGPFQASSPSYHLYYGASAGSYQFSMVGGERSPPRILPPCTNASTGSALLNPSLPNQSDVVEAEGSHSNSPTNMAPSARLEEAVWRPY
Target sequence (Q13951 whole entry, looked up): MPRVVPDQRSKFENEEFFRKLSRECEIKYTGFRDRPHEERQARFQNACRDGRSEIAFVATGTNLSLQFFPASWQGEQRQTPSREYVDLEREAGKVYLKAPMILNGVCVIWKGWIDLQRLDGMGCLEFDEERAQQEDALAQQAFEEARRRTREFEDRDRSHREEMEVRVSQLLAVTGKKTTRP
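Inhibition was taken as any reduction in AlphaScreen signal from the CBF-beta–RUNX1 pair (His and biotin tags, 30 nM each), measured after compound (15 min) and bead (90 min) incubations at room temperature.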
KinaseGlo FLuc: counter-screen: inhibitors of Kinase-Glo firefly luciferase. Q27757. Kinase-Glo luciferase, ATP luminescence, 8 min. Potency, µM (titrated, usually from 38.3 µM), inactives show at the highest dose activity change, negative = inhibition, actives largely listed as inhibitors. actives 0.28% (n = 200,000). AID 1379; note: potency is the fitted concentration of half-maximal effect; % is set by controls: 0 for no effect and ±100 for the full control effect; nearly all actives have a fitted effect of over 60% in size
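Substrate mix (final 50 mM imidazole pH 7.2, 50 mM KCl, 7 mM MgCl2, 10 uM ATP, 0.01% Tween 20, 0.05% BSA) plus pin-tool compound, then Kinase-Glo detection mix; 8 min ambient, luminescence read.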
HTT aggregate: reduces HttQ103-GFP aggregates in PC12 cells; AID 1688; PC12 HttQ103-GFP aggregates, Acumen cytometry, 40 h; Potency, µM (series often up to 46.1 µM), for inactives: at the highest dose activity change, negative = inhibition, usual class: inhibitors; actives 1.1% (n = 220,000); note: potency is the fitted concentration of half-maximal effect; % is set by controls: 0 for no effect and ±100 for the full control effect; nearly all actives have a fitted effect of over 60% in size
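Read-out: GFP aggregate count by laser scanning cytometer (488 nm excitation, 500-530 nm emission, 1–25 µm objects >6 SD above background). Cells: PC12, inducible HTTex1-Q103-GFP, 100 nM tebufenozide; compounds titrated.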
NPSR antag: antagonists of human neuropeptide S receptor cAMP signaling; Q6W5P4; CHO-NPSR cells, cAMP TR-FRET, antagonist mode; Potency, µM (series often up to 38.3 µM), for the others: at the highest dose activity change, negative = inhibition, actives largely listed as inhibitors; actives 1% (n = 220,000); note: potency is the fitted concentration of half-maximal effect; % is set by controls: 0 for no effect and ±100 for the full control effect; nearly all actives have a fitted effect of over 50% in size; many of its hits are not listed in these tables
Target sequence (Q6W5P4 whole entry, looked up): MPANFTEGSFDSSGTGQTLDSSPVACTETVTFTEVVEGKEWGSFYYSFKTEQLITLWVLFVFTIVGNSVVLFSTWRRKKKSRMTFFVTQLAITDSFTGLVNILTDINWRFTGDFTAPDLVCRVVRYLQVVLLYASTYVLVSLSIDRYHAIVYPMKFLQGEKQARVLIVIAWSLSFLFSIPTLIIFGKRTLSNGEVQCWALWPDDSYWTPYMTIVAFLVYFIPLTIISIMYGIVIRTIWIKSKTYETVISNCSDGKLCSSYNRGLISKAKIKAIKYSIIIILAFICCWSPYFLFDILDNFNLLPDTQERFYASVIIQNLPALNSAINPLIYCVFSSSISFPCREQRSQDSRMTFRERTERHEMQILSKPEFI
Epigenetic reg: regulators of epigenetic silencing causing reporter derepression in mouse cells; murine LDR cells, GFP reporter derepression, 30 h; Potency, µM (doses to about 53.9 µM), without a hit: top-dose GFP activation, most hits filed as activators; actives 0.2% (n = 280,000); AID 1865; note: potency is the fitted concentration of half-maximal effect; % of control where 0% means no effect; nearly all actives have a fitted effect of over 60% in size
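Derepression of a silenced CMV-GFP reporter in murine LDR cells is scored by enumerating GFP-positive cells with a laser-scanning microplate cytometer after 30 hours of treatment at 37 C.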
Lamin A splicing: LMNA splicing modulation; HeLa LMNA splicing GFP/RFP minigene ratio, 48 h; Potency, µM (series often up to 46.1 µM), inactives show at the highest dose ratio change, negative = inhibition, hits mostly inhibitors; actives 0.01% (n = 200,000); active = well fitted inhibition curve with a large enough effect in the signal ratio, with a control signal flat, not every such curve was filed as active; inconclusive = small, poorly fitted or top-dose-only effect, or effect the other way, or a change in a side signal; the % refers to the signal ratio; note: potency is the fitted concentration of half-maximal effect; % is set by controls: 0 for no effect and ±100 for the full control effect
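S3 HeLa cells stably expressing lamin A-EGFP splicing minigene plus DsRed2, 600 cells/well, 48 h compound exposure at 37C. Laser-scanning cytometry; analysed as GFP (500-530 nm)/RFP (575-640 nm) total intensity ratio; 0.5% DMSO vehicle.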
* hit, by the source's call; ? = inconclusive; . = no result given; & = joins results of further samples; [ ] = remark or other dose. Unless noted, calls come from the whole dose curve; as a rule, active = well fitted curve in the direction sought with a large enough effect; inconclusive = small, poorly fitted or top-dose-only effect, or another doubt; inactive = no such curve, though single readings can be large; an effect the other way counts as inactive or inconclusive. These rows are one share of the data; rates above refer to the full screens.

SMILES | IMPase Li cell | CBFb-RUNX1 inh | KinaseGlo FLuc | HTT aggregate | NPSR antag | Epigenetic reg | Lamin A splicing
Cc1ccc(C2(C)NC(=O)N(CC(=O)NC(=O)NCCC(C)C)C2=O)cc1 (configuration not stated) | -1%[38.3 µM] | 5% | -3% | -24% | -18%[46.1 µM] | -7.7% | 17%
Cc1cc(C(=O)COc2ccc(F)cc2Br)c(C)n1C | 5% | -11% | 1% | 3% | -16% | 1.3% | -18%[46 µM]
COc1cc(C(=O)NC(=S)Nc2csc(-c3ccc(F)cc3)n2)cc(OC)c1OC | . | 5% | . | 14%[9.22 µM] | -25% | -0.2% | .
O=C(Cc1ccccc1[N+](=O)[O-])Nc1ccccc1C(=O)N1CCOCC1 | 5% | 3% | 1% | -29% | -3% | -1.7% | .
CC1=C(C(=O)OCc2ccccc2)C(c2ccccn2)c2c(n(C)c(=O)n(C)c2=O)N1 (configuration not stated) | -17%[38.3 µM] | 5% | -4% | 2% | -14%[46.1 µM] | -2.7% | ?
O=C(O)C1C2CCC(O2)C1C(=O)Nc1cccc(F)c1 (configuration not stated) | 12%[38.3 µM] | 3% | -1% | -8% | 3%[46.1 µM] | 2.5% | 5%
NC(=O)C[C@H](NC(=O)Cc1ccc(O)cc1O)C(=O)O | -2%&27% | 9% | 1% | . | . | 1.1%&-5.1% | .
O=C1c2ccccc2C(O)(c2ccccc2)N1C1CC1 (configuration not stated) | . | 10% | . | 13%[9.22 µM] | 8% | -0.8% | .
O=C(Nc1nc(-c2ccccc2)c(-c2ccccc2)s1)c1ccc(S(=O)(=O)N2CCCC2)cc1 | 7% | 8% | 3% | 17% | 2%[46.1 µM] | 0.1% | -8%
Cc1cc(C)c2nc(-c3cccnc3)cc(C(=O)Nc3ccc(S(=O)(=O)Nc4onc(C)c4C)cc3)c2c1 | 11% | -24% | 0% | 10% | -23% | -0.4% | -7%[46 µM]
COc1ccc(N=N/C(C(C)=O)=C(/C)O)cc1 | . | -9% | . | -10%[9.22 µM] | 0% | 1.5% | .
S=c1cnc2ccccc2[nH]1 | 8% | -1% | 4% | -4%[9.22 µM] | -11% | -0.7%[10.1 µM] | 0%[46 µM]
Cn1c(C(=O)Nc2ccc3c(c2)OCO3)cc2c(=O)n(C)c3ccccc3c21 | 6%[38.3 µM] | 13% | 4% | ? | ? | 3.0% | -4%
COc1ccc(C[C@H]2CN3C(=NC[C@@H]3Cc3ccc(O)cc3)N2CCNC(=O)c2ccc(C)c(Br)c2)cc1 | 12% | -7% | . | -16%[9.22 µM] | 41% | 1.2% | .
O=c1ccc(/C=C/c2ccccc2)nn1Cc1ccccc1Cl | 13%[38.3 µM] | 16% | -6% | -12% | -22%[46.1 µM] | -1.5% | 1%
Cc1cc(C)c(NC(=O)CN2C(=O)NC3(CCCCC3)C2=O)c(C)c1 | -3%[38.3 µM] | 10% | -3% | 0% | -15%[46.1 µM] | 0.8% | -2%
CCCc1cc(=O)oc2c(CN3CCCC3)c(O)c(Cl)cc12 | ? | 5% | 0% | 10% | 7%[7.67 µM] | 1.8% | -3%
COc1ccc2nc(SCC(N)=O)[nH]c2c1 | 24%[38.3 µM] | 8% | 2% | -2% | -3%[46.1 µM] | 2.2% | -7%
CCC(C)NC(=S)Nc1ccc(C(=O)OC)cc1 (configuration not stated) | 5% | 2% | 0% | 14%[9.22 µM] | -1% | -2.8% | .
Cc1csc(NC(=O)Nc2cccc(Cl)c2)n1 | 5% | 8% | 0% | -22% | 8%[46.1 µM] | 1.2% | ?
Cc1cc(NC(=O)CSc2nc(C(C)C)nc3c2c(=O)n(C)c(=O)n3C)no1 | 8%[38.3 µM] | 15% | 1% | -24% | -9%[46.1 µM] | 0.0% | -7%
C=CCSc1nc2[nH]ncc2c(=O)[nH]1 | 0% | 5% | -2% | -4% | 4% | -1.2% | .
O=C1/C(=C/c2ccc(Cl)cc2)NC(=S)N1Cc1cccnc1 | -1% | 2% | . | 2%[9.22 µM] | 39% | 0.0% | .
CCOC(=O)Cn1c(CN2CCOCC2)nc2c1c(=O)[nH]c(=O)n2C | 5% | -7% | 0% | -22% | -3%[46.1 µM] | -1.0% | -16%
COc1ccc2cc3cc(C(=O)NCCN4CCc5ccccc5C4)oc3nc2c1 | 13%[38.3 µM] | -4% | -2% | -32% | -9%[46.1 µM] | -0.1% | ?
CC(C)N1CC(O)=C(c2nc3ccccc3[nH]2)C1=N | -5%[38.3 µM] | -9% | -2% | 2% | -14%[46.1 µM] | 0.0% | 21%
Cc1ccc(C(=O)NCCNC(=O)CN2CCCC2)cc1 | -8%[38.3 µM] | 0% | 1% | 4% | 12%[46.1 µM] | 0.0% | -8%
O=C(C[n+]1ccc(C(=O)NCc2ccccc2)cc1)c1ccc(OC(F)F)cc1 | -3% | 15% | . | -9% | 8% | -1.3% | .
Cc1ccc(/C=C/S(=O)(=O)Nc2ccc(C)cc2)cc1 | 1% | 2% | -2% | -23% | -6% | 0.9% | 8%[46 µM]
Cc1ccc(-n2c3c(cc(C(=O)NCCCN4CCOCC4)c2=O)C(=O)CC(C)(C)C3)cc1 | 27%[38.3 µM] | 1% | 5% | -7% | 3%[46.1 µM] | 0.0% | -5%
CCOc1ccc(N2C(=O)C(CC(=O)Nc3ccccc3)N(Cc3ccccn3)C2=S)cc1 (configuration not stated) | -5% | -10% | -2% | -23% | -20% | 0.0% | .
CC(Sc1nc2cc(Cl)ccc2s1)C(=O)Nc1ccc2c(c1)OCO2 (configuration not stated) | 5% | -2% | -1% | 30% | -1% | 1.1% | -28%
O=C(Nc1ccncc1)c1ccc(NS(=O)(=O)c2cccc(F)c2)cc1 | -8% | 5% | 3% | -18% | 13% | 0.0% | ?
CS(=O)(=O)Nc1ccc(C2=NN(S(C)(=O)=O)C(c3ccc4c(c3)OCO4)C2)cc1 (configuration not stated) | 3% | -4% | 14% | 5% | -1% | 6.8% | 5%
Cc1ccc(OCC(=O)NCc2ccco2)c([N+](=O)[O-])n1 | 1% | -1% | -1% | -11%[9.22 µM] | 19% | -0.8%[10.1 µM] | -9%[46 µM]
Cc1ccnc(N2CCC(C(=O)Nc3ccc4c(c3)CCC4)CC2)n1 | . | 6% | . | 0% | 5%[46.1 µM] | -5.6% | ?
Cn1c(SCc2n[nH]c(=S)n2-c2ccccc2)nnc1-c1ccccc1 | -3% | 9% | -5% | -8% | 3% | -0.9% | 4%
CCC(=O)N1CCc2cc(Br)cc(S(=O)(=O)CCC(=O)NCCc3ccccc3)c21 | 10%[38.3 µM] | -4% | 4% | 16% | 1%[46.1 µM] | -1.0%&-3.4% | 2%
NC(=O)CSc1nnc(-c2ccncc2)o1 | -4% | 9% | -1% | . | 8% | 1.1% | 8%[46 µM]
Cc1oc(-c2ccoc2)nc1CN(CC1CCC(=O)N1)C(C)C (configuration not stated) | 9% | -1% | -2% | 8%[9.22 µM] | -26% | 5.2% | -4%[46 µM]

Part of the list above in order of molar mass, rising:
SMILES | IMPase Li cell | CBFb-RUNX1 inh | KinaseGlo FLuc | HTT aggregate | NPSR antag | Epigenetic reg | Lamin A splicing
NC(=O)CSc1nnc(-c2ccncc2)o1 | -4% | 9% | -1% | . | 8% | 1.1% | 8%[46 µM]
Cc1ccc(/C=C/S(=O)(=O)Nc2ccc(C)cc2)cc1 | 1% | 2% | -2% | -23% | -6% | 0.9% | 8%[46 µM]
Cc1ccc(C(=O)NCCNC(=O)CN2CCCC2)cc1 | -8%[38.3 µM] | 0% | 1% | 4% | 12%[46.1 µM] | 0.0% | -8%
Cc1ccc(OCC(=O)NCc2ccco2)c([N+](=O)[O-])n1 | 1% | -1% | -1% | -11%[9.22 µM] | 19% | -0.8%[10.1 µM] | -9%[46 µM]
Cc1oc(-c2ccoc2)nc1CN(CC1CCC(=O)N1)C(C)C (configuration not stated) | 9% | -1% | -2% | 8%[9.22 µM] | -26% | 5.2% | -4%[46 µM]
Cc1ccnc(N2CCC(C(=O)Nc3ccc4c(c3)CCC4)CC2)n1 | . | 6% | . | 0% | 5%[46.1 µM] | -5.6% | ?
CC(Sc1nc2cc(Cl)ccc2s1)C(=O)Nc1ccc2c(c1)OCO2 (configuration not stated) | 5% | -2% | -1% | 30% | -1% | 1.1% | -28%
O=C(C[n+]1ccc(C(=O)NCc2ccccc2)cc1)c1ccc(OC(F)F)cc1 | -3% | 15% | . | -9% | 8% | -1.3% | .
CS(=O)(=O)Nc1ccc(C2=NN(S(C)(=O)=O)C(c3ccc4c(c3)OCO4)C2)cc1 (configuration not stated) | 3% | -4% | 14% | 5% | -1% | 6.8% | 5%
Cc1ccc(-n2c3c(cc(C(=O)NCCCN4CCOCC4)c2=O)C(=O)CC(C)(C)C3)cc1 | 27%[38.3 µM] | 1% | 5% | -7% | 3%[46.1 µM] | 0.0% | -5%
CCC(=O)N1CCc2cc(Br)cc(S(=O)(=O)CCC(=O)NCCc3ccccc3)c21 | 10%[38.3 µM] | -4% | 4% | 16% | 1%[46.1 µM] | -1.0%&-3.4% | 2%

Additional results follow.
SMILES | IMPase Li cell | CBFb-RUNX1 inh | KinaseGlo FLuc | HTT aggregate | NPSR antag | Epigenetic reg | Lamin A splicing
Nc1cccc([N+](=O)[O-])c1 | 3%&10% | 3% | 1% | -8% | 15% | 2.3% | -13%[46 µM]
CCOCCCNc1nc2c([nH]1)c(=O)n(C)c(=O)n2C | 24%[38.3 µM] | -1% | 0% | ? | -16%[46.1 µM] | 1.1% | 19%
O=C(c1ccccc1)N(C1=NCCCCS1)c1ccccc1 | -4% | -3% | 2% | -2% | 9% | 0.0% | -8%
CCCC[C@@H]1CNC(=O)C(=O)N1CCc1cc(C(F)(F)F)cc(C(F)(F)F)c1 | . | 9% | . | -1%[9.22 µM] | 9% | 0.5% | .
CCOC(=O)C1(Cc2ccccc2)CCN(Cc2cccn2-c2nccs2)CC1 | 16% | 0% | -5% | 20%[9.22 µM] | 20% | 1.1% | .
CSc1ccccc1C(=O)NC1CCCC1 | 23%[38.3 µM] | 7% | 4% | -16%[1.84 µM] | 0%[46.1 µM] | 4.1% | 6%
Cc1cc(CN2CCCC(CO)(Cc3cccc(Cl)c3)C2)n[nH]1 (configuration not stated) | 13% | 7% | -3% | 33%[9.22 µM] | -10% | 2.9% | -6%[46 µM]
CCc1nnc(NCC(=O)N2CCc3ccccc32)s1 | -9%[38.3 µM] | -15% | 1% | 4% | -4%[46.1 µM] | 1.5% | 0%

Screening data from PubChem BioAssay.
